M1 ag parental – counter-screen for M1 agonists: effect in parental CHO-K1 cells. Fluo-8 calcium fluorescence; scaled to maximal ATP response, vehicle zero. activation, % at 3 µM. 360,000 tested, 0.48% active; in the data active = activation above about 15%;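 note: untransfected CHO-K1 host cells lacking M1 receptor as counterscreen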
CHRM1 agonist – human M1 muscarinic receptor agonists, primary screen, Fluo-8 calcium fluorescence, CHO-K1 cells, HTS; Muscarinic acetylcholine receptor M1 (Homo sapiens), P11229; CHO-K1 hM1, agonist mode; 0% DMSO, 100% acetylcholine EC100; activation, % at 3 µM; 360,000 tested, 0.33% active; AID 588814, 2011;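 active = activation above the run's mean compound activation plus 3 SD, cut at about 16% in these data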;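 note: peak over basal fluorescence ratio within a 140 s kinetic read after compound addition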
Target sequence (P11229 whole entry, looked up): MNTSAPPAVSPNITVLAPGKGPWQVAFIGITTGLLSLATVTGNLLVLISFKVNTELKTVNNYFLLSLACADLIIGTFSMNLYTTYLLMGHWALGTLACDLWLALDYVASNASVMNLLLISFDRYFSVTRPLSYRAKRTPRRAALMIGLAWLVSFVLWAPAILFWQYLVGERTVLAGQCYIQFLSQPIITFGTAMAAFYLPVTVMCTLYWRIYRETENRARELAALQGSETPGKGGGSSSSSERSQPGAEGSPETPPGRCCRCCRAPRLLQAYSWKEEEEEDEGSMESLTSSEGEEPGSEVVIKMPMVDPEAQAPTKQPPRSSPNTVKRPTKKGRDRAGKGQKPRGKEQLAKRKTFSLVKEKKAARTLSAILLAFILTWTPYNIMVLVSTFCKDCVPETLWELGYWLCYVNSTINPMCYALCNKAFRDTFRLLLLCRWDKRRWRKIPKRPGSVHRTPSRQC
M4 antag – human M4 muscarinic receptor antagonists, primary screen, CHO cells, Fluo-8 calcium fluorescence; CHO-hM4 cells, ACh EC80; AID 624125, 2012; inhibition, % at 3 µM; 360,000 tested, 0.73% active;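 active = inhibition above its plate's cutoff, the mean inhibition of sample wells plus 3 SD, cut at about 27% in these data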;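 note: 0% = acetylcholine EC80 with DMSO and 100% = DMSO without agonist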
CHRM4 agonist – human M4 muscarinic receptor agonists, primary screen, CHO-K1 cells, Fluo-8 calcium fluorescence | Muscarinic acetylcholine receptor M4 (Homo sapiens), P08173 | CHO-K1 hM4/Gqi5; vehicle 0%, full acetylcholine response 100% | activation, % at 3 µM | 360,000 tested, 0.14% active | AID 624127, 2012;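 active = activation above the run mean over all test wells plus 3 SD, cut at about 32% in these data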;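 note: peak over basal fluorescence ratio per well then scaled between controls; 0% = DMSO wells and 100% = acetylcholine at EC100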
M1 antag – human M1 muscarinic receptor antagonists, primary screen, CHO-K1 cells, Fluo-8 calcium fluorescence, 1536-well; Muscarinic acetylcholine receptor M1 (Homo sapiens), P11229; CHO-K1 hM1, ACh EC80 antagonist; inhibition, % at 3 µM; 360,000 tested, 1.3% active;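 active = percent inhibition above its own plate's cutoff, namely the mean of that plate's compound wells plus 3 SD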;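 note: peak over basal fluorescence ratio during 140 s after agonist addition; 0% = ACh EC80 plus DMSO and 100% = DMSO alone without agonist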
OXTR potentiator – human OXTR potentiators, primary screen, fluorescence, CHO-OTR cells, Fluo-8 calcium | Oxytocin receptor (Homo sapiens), P30559 | Fluo-8 calcium fluorescence, potentiator mode; 0% = oxytocin EC15, 100% = EC100 | activation, % at 3 µM | 320,000 tested, 0.061% active;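 active = activation above that plate's cutoff, the mean activation of tested compounds plus 3 SD, cut at about 6.6% in these data, passing the limit was not always enough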;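 note: 100% uses oxytocin at 75 nM as the full agonist control; some results filed as inactive read as strong as hits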
Target sequence (P30559 whole entry, looked up): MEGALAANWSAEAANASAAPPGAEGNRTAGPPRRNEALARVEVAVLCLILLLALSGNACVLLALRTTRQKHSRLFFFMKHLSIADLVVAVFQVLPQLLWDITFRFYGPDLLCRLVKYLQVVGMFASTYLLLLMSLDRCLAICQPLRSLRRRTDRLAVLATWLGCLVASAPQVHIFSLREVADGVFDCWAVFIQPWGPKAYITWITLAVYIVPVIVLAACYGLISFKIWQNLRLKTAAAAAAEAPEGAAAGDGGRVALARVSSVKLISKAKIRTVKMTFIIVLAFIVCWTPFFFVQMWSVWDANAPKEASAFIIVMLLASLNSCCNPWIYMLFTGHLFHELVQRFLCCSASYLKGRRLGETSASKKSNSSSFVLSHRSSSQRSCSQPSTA
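Assay system: CHO cell line stably expressing human OTR. Reagent: EC15 oxytocin agonist. Dosing: single dose, 3.0 µM nominal final compound concentration. Timing: compound 6 min at room temperature before oxytocin, 100 s read. Signal: kinetic Fluo-8 calcium fluorescence. Controls: oxytocin EC15 low and EC100 high.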
CHO-K1 Ca antag – nonselective inhibitor or artifact in parental CHO-K1 cells; 360,000 tested, 0.6% active; inhibition, % at 3 µM; ATP-induced calcium, Fluo-8 fluorescence;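 active = inhibition above a per-plate cutoff, the plate's mean sample inhibition plus 3 SD, cut at about 24% in these data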;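 note: 0% = DMSO plus EC80 ATP and 100% = DMSO alone without ATP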
CHO parental Ca – ATP-evoked calcium signal inhibitors, parental CHO, primary screen, counter-screen for OX1R antagonist project, cell-based, fluorescence, Fluo-8 calcium dye | 330,000 tested, 0.63% active | parental CHO-K1, ATP-induced calcium, Fluo-8 fluorescence | inhibition, % at 5.6 µM;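 active = inhibition above that plate's mean sample inhibition plus 3 SD, cut at about 26% in these data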;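 note: 0% = ATP-challenged DMSO wells and 100% = DMSO wells without ATP; some compounds past the cut are filed as inactive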
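Material – parental CHO cells · Reagent – ATP stimulus · Compound – single nominal dose of 5.6 µM per compound · Detection – Fluo-8 fluorescence · Read-out basis – percent inhibition of calcium signal · Controls – ATP-challenged DMSO wells low, unchallenged DMSO wells high · Repeats – no replicates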
CHRM1 PAM – human M1 muscarinic receptor positive allosteric modulators, primary screen, CHO-K1 cells, Fluo-8 calcium fluorescence, 1536-well | Muscarinic acetylcholine receptor M1 (Homo sapiens), P11229 | CHO-K1 hM1, ACh EC20; 0% = ACh EC20, 100% = maximal ACh | activation, % at 3 µM | 360,000 tested, 0.088% active | AID 588819, 2011; in the data active = activation above about 19%, passing the limit was not always enough
* = called active by the depositor; . = not tested or not shown.

SMILES	M1 ag parental	CHRM1 agonist	M4 antag	CHRM4 agonist	M1 antag	OXTR potentiator	CHO-K1 Ca antag	CHO parental Ca	CHRM1 PAM
CCOC(=O)C1=C(COC(=O)/C=C/c2ccccc2F)NC(=O)NC1C (stereo not drawn)	2.4	0	1	19	27*	-2	21	-16	-13
CCc1nc2ccc(C(=O)N3CCCC(C(N)=O)C3)cn2c1N(CCC(C)C)CCN(C)C (stereo not drawn)	0.9	-3	-1	1	-8	.	10	.	7
NCCSc1c(-c2ccccc2)[nH]c2ccccc12	1.4	2	-7	1	-8	-8	13	-9	17
Nc1ccc2c(c1)C(=NO)c1cc([N+](=O)[O-])ccc1-2	4.4	-4	0	7	3	.	4	.	-10
Cc1cc(C(F)F)n2nc(C(=O)Nc3ccccc3F)nc2n1	0.1	-1	-10	0	-4	-5	-5	-2	8
[O-][n+]1onc2c1C(N1CCOCC1)CCC2N1CCOCC1 (stereo not drawn)	0.2	-3	-5	0	-2	-1	-6	-8	-1
Cc1[nH]c2ccccc2c1SCC(=O)Nc1nccs1	1.3	-3	4	4	1	-7	-13	-7	1
CC(=O)N1CCN(C(=O)c2ccc(NS(=O)(=O)c3ccc4[nH]c(=O)[nH]c4c3)cc2)CC1	1.8	0	-8	2	-4	-8	1	-5	5
NC(=O)COC(=O)[C@H](Cc1ccccc1)NS(=O)(=O)c1ccc2c(c1)OCCO2	0.8	-2	-6	1	-1	.	-4	.	3
O=C(NCCc1ccccc1)C(=O)NC1CCCCC1	-0.1	-3	1	0	-31	-10	-15	0	4
O=C(O)CCC(=O)NNC(=O)CCCOc1ccc(Cl)cc1Cl	0.2	-4	-4	0	-8	-8	-6	-8	3
CCN(CC)C(=O)c1ccc(C(=O)c2c(C)cc(C)cc2C)cc1	1.8	-2	-7	4	-5	-17	3	-21	2

Complete entries from above.
Shown for O=C(O)CCC(=O)NNC(=O)CCCOc1ccc(Cl)cc1Cl : M1 ag parental: 0.2; CHRM1 agonist: -4; M4 antag: -4; CHRM4 agonist: 0; M1 antag: -8; OXTR potentiator: -8; CHO-K1 Ca antag: -6; CHO parental Ca: -8; CHRM1 PAM: 3
Shown for CC(=O)N1CCN(C(=O)c2ccc(NS(=O)(=O)c3ccc4[nH]c(=O)[nH]c4c3)cc2)CC1 : M1 ag parental: 1.8; CHRM1 agonist: 0; M4 antag: -8; CHRM4 agonist: 2; M1 antag: -4; OXTR potentiator: -8; CHO-K1 Ca antag: 1; CHO parental Ca: -5; CHRM1 PAM: 5

The list goes on.
SMILES	M1 ag parental	CHRM1 agonist	M4 antag	CHRM4 agonist	M1 antag	OXTR potentiator	CHO-K1 Ca antag	CHO parental Ca	CHRM1 PAM
NC(=O)NC(=O)COC(=O)CN1C(=O)C2CCCCC2C1=O (stereo not drawn)	0.1	-5	-4	0	-6	-3	-5	-2	8
Fc1ccc(CN2CC[C@H]3C=CCc4cccc(c43)C2)cc1	0.8	-8	-5	7	-3	-4	-15	-24	-1
CCC1CCCCN1CCN1C(=O)C2C(C(=O)Nc3ccc(OC)cc3)C3C=CC2(O3)C1C(=O)NC1CCCCC1 (stereo not drawn)	-0.3	-12	4	0	3	-4	-7	-15	6
O=C(Cc1ccccc1)Nc1ccc2oc(=O)ccc2c1	-0.2	-3	-8	2	-12	-20	3	0	13
COc1cc(C(=O)N2CCN(C(=O)c3ccco3)CC2)c([N+](=O)[O-])cc1OC	0.7	-3	-3	2	-10	3	-18	-4	8
OCCN1CCOCCN(CCO)CCOCC1	0.2	-1	-3	1	-24	-13	4	-2	11
COC(=O)c1ccc(C(=O)OC)c(NC2=NS(=O)(=O)c3ccccc32)c1	0.3	-5	0	1	-11	9	-13	-6	4
O=C(N/N=C/c1cccnc1)c1ccco1	0.5	-2	10	0	-7	-7	-7	-4	4
CCOc1ccc(CNS(=O)(=O)c2c(C)nc3sccn3c2=O)cc1OC	0.1	-3	-3	0	-4	-3	7	0	4
CCc1ccc(NC(=O)CSc2nnc(C3CC3)n2CC2CCCO2)cc1 (stereo not drawn)	0.4	-6	7	1	-12	5	-12	-5	6
C=CCN1CN(S(=O)(=O)c2ccc(OC)cc2)c2nc3ccccc3nc21	0.8	-1	-4	4	-20	-5	-3	-16	20
Cc1c(NS(=O)(=O)c2cc(NC(=O)CCN3CCCC(C)C3)ccc2Cl)c(=O)n(-c2ccccc2)n1C (stereo not drawn)	0.4	-7	9	0	2	-5	-11	6	4
Cc1ccc(CCNC(=O)c2nc(CS(=O)(=O)c3ccc(Cl)cc3)no2)cc1	14	3	10	20	26	-12	-8	0	-18
O=C(N/N=C/C1CCCCC1)c1cc(Cl)ccc1O	3.7	3	-15	2	-17	-19	-22	-5	5
Fc1ccccc1/C=C1\CCCC2=C1Nc1nnnn1C2c1ccccc1F (stereo not drawn)	0.2	-5	-22	0	-4	-5	-24	-2	-1
Cn1c2c(c(=O)n(C)c1=O)CN(Cc1ccc(F)cc1)CN2	0.3	-3	-1	1	-11	7	-6	-2	12
CCOC(=O)C1CCc2nc3ccccc3c(=O)n21 (stereo not drawn)	0.2	-2	7	1	-4	-11	3	-4	6
COc1ccc(-c2cc3nc(C)cc(-c4ccc(OC)cc4)n3n2)cc1	-0.4	-5	0	-1	-8	-14	-8	-23	0
CC(NC(=O)c1ccco1)c1cccc2ccccc12 (stereo not drawn)	0.2	-5	15	-1	-8	-2	-10	0	4
CCOc1cc2[nH]c(=S)n(C3CC3)c(=O)c2cc1OCC	-0.5	-3	-6	1	10	-19	-4	2	-3
CCOC(=O)c1c(C)[nH]c(C)c1S(=O)(=O)N(C)CC(=O)Nc1ccccc1	0.3	-3	5	1	-1	2	-9	-14	4
Cn1cccc1CN1CCC[C@]2(N[C@H](c3ccccc3)[C@@H]3C(=O)N(Cc4ccccc4)C(=O)[C@@H]32)C1=O	-0.3	-4	-2	0	10	.	16	.	-2
O=C(CSc1nc2ccccc2[nH]1)N/N=C/C=C/c1ccccc1[N+](=O)[O-]	0.1	-7	2	1	-6	-6	5	-20	5
Cc1c(C(=O)Nc2ccccc2)sc2ncn(CC(=O)N3CCCCC3)c(=O)c12	2.1	1	-15	8	-8	-7	-8	-9	2
CC(C1CCN(Cc2nc(C3CC3)no2)CC1)N1CCOCC1 (stereo not drawn)	0.4	-8	7	1	-15	-10	-10	10	19
CCn1ccc(-c2ccccc2)c(C#N)c1=O	-0.4	-1	-7	1	-3	-3	5	-4	8
COc1cc(/C=C/C(=O)O)cc(S(=O)(=O)NNC(=O)c2ccc3c(c2)OCO3)c1OC	-0.2	0	-9	0	-13	-4	-9	-5	6
Cc1ccc(S(=O)(=O)N2CCN(C(=O)COC(=O)CSc3cc(C)ccc3C)CC2)c(C)c1	-0.4	4	-3	3	3	-6	9	-22	13
Cc1cc(CN(Nc2ccccc2)c2ccccc2)cc(C)n1	0.1	-7	3	18	-3	.	-1	.	-3
COC(=O)N/N=C/c1cc(C)n(-c2cccc3ccccc23)c1C	0.2	-5	-4	-3	-3	5	-5	-8	5
O=C(O)CCN1C(=O)/C(=C\c2ccc(-c3nc4ccccc4s3)o2)SC1=S	0.3	2	2	2	-32	-3	1	8	6
COc1cc(/C=C(\NC(C)=O)C(=O)NC(C)(C)C)ccc1OC(C)=O	0.1	-3	2	0	4	-2	0	5	4
S=c1[nH]nc(-c2cc(-c3ccsc3)n[nH]2)n1-c1cccc2ccccc12	0.3	-3	-16	0	-9	-6	-11	-6	14
O=C(COc1ccc(C(F)(F)F)cc1[N+](=O)[O-])Nc1cccc(C(F)(F)F)c1	-0.5	-3	14	2	-17	-7	-17	-1	4
CCSc1nnc(NS(=O)(=O)c2ccc(C)cc2)s1	-0.1	-4	6	0	3	-1	-3	-12	4
COc1cccc(NC(=O)C2CCN(S(=O)(=O)c3ccc4c(c3)N(C(C)=O)CCO4)CC2)c1	3.1	-2	0	5	-8	-9	-17	6	10
CCOc1ccccc1N1CCN(Cc2ccco2)CC1	0.5	-8	-4	1	-1	-7	-5	-8	5
CCCSc1nc(-c2ccccc2)cc(C(F)(F)F)c1C#N	0.4	-2	-6	0	-2	-6	2	-22	4
COc1ccc(OCC(NS(=O)(=O)c2ccc(-n3cnnn3)cc2)C(C)C)cc1 (stereo not drawn)	1.0	-2	-8	3	-2	-12	-4	-6	0
COc1ccc(CNC(=O)CCc2ccc(S(=O)(=O)N3CCCCCC3)cc2)cc1	2.2	-3	7	4	-2	-7	-10	-13	4
OCc1c(Cl)nc2ccccn12	0.7	-3	-2	1	-12	0	-15	3	9
Cc1ccc(-c2cnc(C(O)c3cccc(C)c3C)[nH]2)cc1 (stereo not drawn)	0.7	-1	-1	0	-12	.	-9	.	6
CSc1nnc2c3c4c(sc3nc(-n3nc(C)cc3C)n12)COC(C)(C)C4	0.3	-3	4	0	-17	.	-11	.	2
Cc1ccc(NC(=O)CN(C)C(=O)CSc2n[nH]c(N)n2)cc1	-0.1	-1	-2	2	10	-4	0	-3	-3
COc1ccc(C(=O)NNC(=O)Cn2nc(C)cc2C)cc1S(=O)(=O)N1CCOCC1	0.8	-2	-24	1	-7	.	-18	.	7
CCCCn1c(O)c(N=NC(=O)Cn2c(C(F)(F)F)nc3ccccc32)c2ccccc21	0.2	-6	-16	0	-2	-1	-5	-17	5
NS(=O)(=O)c1ccc(NC(=O)NC2CCCCC2)cc1	0.0	-4	6	0	-5	2	-3	1	7
O=C(C1=C(O)C(=O)N(Cc2ccco2)C1c1cccs1)c1cccs1 (stereo not drawn)	0.8	-3	-3	0	3	-5	-3	-2	5
COc1ccc(NC(=O)CSCC(=O)Nc2cccc3ncccc23)cc1	0.3	0	-14	2	-7	-13	-1	-5	6
Cc1cccc(NC(=O)CCN2CC(C)CC(C)C2)c1 (stereo not drawn)	0.4	-8	4	2	-12	-5	-7	-8	8
NC(=O)c1ccc(F)cc1	0.2	-3	2	1	-14	-5	-9	-13	-1
COc1ccc(C(=O)NCc2ccncc2)cc1OC	0.2	-3	3	2	10	-7	1	-11	-6
COc1cc(N)ccc1NC(=O)c1cc2ccccc2o1	-0.1	-5	12	1	-15	-19	-6	-18	7
COc1ccc(-c2csc(NC(=O)COc3ccc(N(C)S(=O)(=O)c4ccc(C)cc4)cc3)n2)cc1	3.4	-2	7	5	12	-7	11	-5	1
CCOC(=O)c1cnc2c(Cl)c(Cl)ccc2c1N1CCN(C)CC1	1.9	-6	-4	3	-14	-17	-11	-18	-1
COc1ccc(CC(=O)N/N=C(\C)CC(=O)Nc2ccc(N(C)C)cc2)cc1	0.9	-5	7	1	2	-9	-10	-7	3

Bioassay records from PubChem.
